# Screens (PubChem)
# VP16 counter: Gal4-VP16 reporter inhibition counter-screen | AID 2546 | actives 3.5% (n = 310,000) | Potency, µM (top dose mostly 53.6 µM), for inactives: at the highest dose activity, negative = inhibition, hits mostly inhibitors | Drosophila S2 Gal4-VP16 UAS-luciferase, luminescence, 20 h;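 note: Gal4-VP16 expression switched on by copper sulfate through the metallothionein promoter; potency is the fitted concentration of half-maximal effect; % is set by controls: 0 for no effect and ±100 for the full control effect; nearly all actives have a fitted effect of over 50% in size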
# ELG1 genotox: inducers of genotoxicity in HEK293T ELG1-luciferase cells. AID 504466. Potency, µM (doses to about 46 µM), inactives show top-dose activity change, positive = activation, actives largely listed as activators. HEK293T ELG1-luciferase reporter, luminescence, 16 h. actives 1.3% (n = 330,000); note: potency is the fitted concentration of half-maximal effect; % of control where 0% means no effect; nearly all actives have a fitted effect of over 60% in size
#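 HEK293T cells expressing luciferase-tagged ELG1 were exposed to compound or DMSO vehicle for 16 hr at 37 °C and 5% CO2. Luciferase activity was then measured with ONE-Glo after 30 min at room temperature.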
# PKM2 act: activators of human pyruvate kinase M2 | P14618 | purified PKM2, Kinase-Glo ATP luminescence, activation; response scale: 0% is enzyme alone, no compound | Potency, µM (series often up to 57.5 µM), for inactives: at the highest dose activation, hits mostly activators | actives 0.34% (n = 260,000) | AID 1631; note: potency is the fitted concentration of half-maximal effect; % is set by controls: 0 for no effect and ±100 for the full control effect; nearly all actives have a fitted effect of over 55% in size
# Target sequence (P14618 whole entry, looked up): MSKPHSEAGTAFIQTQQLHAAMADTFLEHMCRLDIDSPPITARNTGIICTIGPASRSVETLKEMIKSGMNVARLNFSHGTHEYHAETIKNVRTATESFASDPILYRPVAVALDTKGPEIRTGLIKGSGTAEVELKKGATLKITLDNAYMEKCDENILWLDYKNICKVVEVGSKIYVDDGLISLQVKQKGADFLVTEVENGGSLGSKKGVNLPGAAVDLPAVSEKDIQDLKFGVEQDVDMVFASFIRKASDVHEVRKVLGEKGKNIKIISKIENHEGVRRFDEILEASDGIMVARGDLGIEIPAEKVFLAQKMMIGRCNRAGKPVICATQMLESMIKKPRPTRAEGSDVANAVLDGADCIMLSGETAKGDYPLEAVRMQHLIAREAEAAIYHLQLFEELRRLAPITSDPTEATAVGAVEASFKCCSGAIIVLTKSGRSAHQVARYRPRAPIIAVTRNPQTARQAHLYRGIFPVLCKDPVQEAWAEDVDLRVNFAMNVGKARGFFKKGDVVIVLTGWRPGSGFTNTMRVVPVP
#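 Kinase-Glo luminescence reports ATP generated from ADP (0.1 mM) and PEP (0.5 mM) by purified hPK-M2 after 1 h at room temperature, pH 7.2 imidazole buffer; intermediate enzyme activity allows detecting inhibitors and activators.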
# p53 reactivator: re-activators of mutant p53. H1299 p53-A138V BP100-luciferase reporter, luminescence, 24 h. Potency, µM (top dose mostly 92.2 µM), without a hit: top-dose activity change, positive = activation, actives largely listed as activators. actives 0.063% (n = 320,000). AID 504706; note: potency is the fitted concentration of half-maximal effect; % of control where 0% means no effect; nearly all actives have a fitted effect of over 45% in size
#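 H1299 (p53-null), stable ts p53-A138V + BP100-Luc; 1000 cells/well, Opti-MEM/10% FBS; cpd 4 pt, 1:5; 24 h, 37 deg C, 5% CO2; detection reagent 10 min RT; luminescence.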
# RORgamma inh: blocks mouse ROR gamma transcriptional activity; Drosophila S2 Gal4-RORgamma UAS-luciferase reporter, 20 h; actives 5.4% (n = 310,000); Potency, µM (series often up to 53.6 µM), inactives show top-dose activity change, negative = inhibition, hits mostly inhibitors; AID 2551; P51450; note: potency is the fitted concentration of half-maximal effect; % is set by controls: 0 for no effect and ±100 for the full control effect; nearly all actives have a fitted effect of over 60% in size
# Target sequence (P51450 whole entry, looked up, the tested form may be a part): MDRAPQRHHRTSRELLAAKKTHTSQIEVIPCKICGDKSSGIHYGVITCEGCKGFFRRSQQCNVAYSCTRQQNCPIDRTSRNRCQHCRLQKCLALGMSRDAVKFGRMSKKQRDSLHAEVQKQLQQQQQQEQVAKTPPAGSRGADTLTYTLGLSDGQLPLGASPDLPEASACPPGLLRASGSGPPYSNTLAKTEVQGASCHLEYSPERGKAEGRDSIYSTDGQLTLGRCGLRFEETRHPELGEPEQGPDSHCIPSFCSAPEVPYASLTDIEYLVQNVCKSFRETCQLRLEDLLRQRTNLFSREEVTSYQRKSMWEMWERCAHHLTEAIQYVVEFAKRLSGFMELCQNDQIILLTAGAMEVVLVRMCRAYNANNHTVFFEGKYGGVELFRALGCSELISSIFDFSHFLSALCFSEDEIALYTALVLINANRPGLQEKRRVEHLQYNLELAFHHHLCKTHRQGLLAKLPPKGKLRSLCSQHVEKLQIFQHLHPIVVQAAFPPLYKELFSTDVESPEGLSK
#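 A Gal4/UAS one-hybrid system in insect cells: metallothionein-promoter Gal4–ROR gamma fusion plus Photinus luciferase reporter. Copper sulfate 700 uM final, 20 hr ambient incubation, luminescent detection after 10 min with reagent.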
# Giardia killer: Giardia lamblia killing. AID 540267. Giardia lamblia trophozoite viability. activity change, % at 7.66 µM, hits read low. actives 0.15% (n = 340,000); in the data active = activity change below about -80%; inconclusive = between about -30% and that limit;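 note: parasites exposed to compound for two days anaerobically before the ATP read; % is set by controls: 0 for no effect and ±100 for the full control effect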
#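 Media and compound were dispensed first, then trophozoites at 100 cells/well; plates sat 48 hrs at 37 deg C without oxygen before ATP luminescence reagent was added and read after 15-30 min at room temperature.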
# FLuc counter: inhibits or activates purified firefly luciferase, miR-21 counter-screen; Potency, µM (top dose mostly 57.5 µM), for the others: top-dose activity change, negative = inhibition, most hits filed as inhibitors; AID 588342; purified FLuc, Km substrates, luminescence inhibition; actives 6.9% (n = 360,000);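 note: potency is the fitted concentration of half-maximal effect; plate controls were vehicle for no effect and reference inhibitor for full effect; nearly all actives have a fitted effect of over 55% in size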
#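 Purified P. pyralis luciferase (10nM final) with 10uM D-luciferin and 10uM ATP (Km levels) in 50mM Tris acetate pH 7.5, 10mM Mg acetate, 0.01% Tween-20, 0.05% BSA; qHTS 6-point titration, ~60 µM downward; luminescence read.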
# NPC1 promoter act: NPC1 promoter activation. Huh7 NPC1 promoter luciferase reporter, 24 h. Potency, µM (top dose mostly 9.22 µM), without a hit: top-dose activation, actives largely listed as activators. actives 2.4% (n = 320,000). AID 485313;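 note: potency is the fitted concentration of half-maximal effect; % of control where 0% means no effect; nearly all actives have a fitted effect of over 60% in size; reporter is driven by a mutant NPC1 promoter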
#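 Cells: Huh7 expressing luciferase under the NPC1 promoter, 1500/well. Seeded 2 h, compound added, incubated 24 h at 37 °C. Luciferase reagent, 10 min ambient, then luminescence.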
# Menin-MLL TR inh: menin-MLL binding inhibition, Texas Red mutant peptide; O00255; Menin + Texas Red MLL mutant peptide, fluorescence polarization; Potency, µM (series often up to 61.6 µM), for inactives: at the highest dose FP activity change, negative = inhibition, most hits filed as inhibitors; actives 0.23% (n = 270,000); AID 1768; active = well fitted inhibition curve with a large enough effect in the polarisation, with a control signal flat, not every such curve was filed as active; inconclusive = small, poorly fitted or top-dose-only effect, or effect the other way, or a change in a side signal; inactive = no such curve, though single readings can be large or run the other way; the % refers to the polarisation; note: potency is the fitted concentration of half-maximal effect; % of control where 0% means no effect; many of its hits are not listed in these tables
# Rab9 prom act: Rab9 promoter activation; Huh7 Rab9 promoter-luciferase reporter, luminescence, 24 h; Potency, µM (highest dose often 9.22 µM), inactives show at the top dose activation, negative = inhibition, actives largely listed as activators; actives 2.8% (n = 320,000); note: potency is the fitted concentration of half-maximal effect; % of control where 0% means no effect; nearly all actives have a fitted effect of over 60% in size
#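 Luminescence from Amplite-detected luciferase (10 minutes, ambient) reports Rab9 promoter activation. Before that, stable Rab9-luciferase Huh7 cells (1500/well, reduced-serum OP-MEM I plus 10% FBS) were exposed to compound for 24 hours at 37C.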
# BRCA1 expr act: increases BRCA1 expression | MCF7-BRCA1-FFLuc reporter, luminescence, 48 h; response scale: scaled: vehicle 0%, 10 µM genistein 100% | Potency, µM (doses to about 46.1 µM), without a hit: top-dose activation, actives largely listed as activators | actives 1.1% (n = 380,000); note: potency is the fitted concentration of half-maximal effect; nearly all actives have a fitted effect of over 80% in size; some results filed as inactive show a strong effect at the top dose
#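 Using MCF7 cells harboring a BRCA1 firefly luciferase reporter, plated 2 h before compound pinning, the screen measured luminescence after 48 h incubation. Responses were normalized to DMSO and 10 microM genistein, then fitted for concentration-effect.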
# Numbers without * were called inactive; ? = inconclusive; · = not tested or not shown; & = joins results of further samples; [ ] = remark or other dose. Unless noted, calls come from the whole dose curve; as a rule, active = well fitted curve in the direction sought with a large enough effect; inconclusive = small, poorly fitted or top-dose-only effect, or another doubt; inactive = no such curve, though single readings can be large; an effect the other way counts as inactive or inconclusive. A portion of the library; rates above refer to the full screens.
# Every second line gives: VP16 counter	ELG1 genotox	PKM2 act	p53 reactivator	RORgamma inh	Giardia killer	FLuc counter	NPC1 promoter act	Menin-MLL TR inh	Rab9 prom act	BRCA1 expr act
1) CCOc1ccc(CCNC(=O)CSC(=S)N2CCCC2)cc1OCC
 : ·	0%	·	4%	·	13	-2%	1%	·	-5%	-1%
2) CCn1nccc1C(=O)Nc1ccc(S(=O)(=O)NC23CC4CC(CC(C4)C2)C3)cc1
 : -2%	0%	9%	-13%	-2%	11	-17%	-7%	28%	-6%	-94%
3) Cc1ccoc1C(=O)Nc1ccc2ccccc2c1
 : ?	?	-41%	?	?	-9	0.38µM*	1µM*	?	0.45µM*	?
4) O=C(C1=C[C@@H](c2ccc(Br)cc2)C[C@@H](OCCCCO)O1)N1CCN(Cc2ccc3c(c2)OCO3)CC1
 : ?	-12%	0%	-2%	?	-7	-2%	0%	?	1%	-6%
5) COc1cccc(/C=C2\SC(=O)N(CCC(=O)NC3CCS(=O)(=O)C3)C2=O)c1 (configuration not stated)
 : 9%	13%	·	10%	-4%	-8	?	12%	·	11%	41%
6) CCN1CCN(C(CNS(=O)(=O)c2ccccc2)c2ccccc2)CC1 (configuration not stated)
 : 5%	0%	·	-6%	0%	0	0%	0%	-22%	1%	-3%
7) Cc1ccc(C(=O)Nc2ccccc2C(=O)NC(Cc2ccccc2)C(=O)O)cc1 (configuration not stated)
 : -4%[10 µM]	13%	-4%	4%	4%	-7	11µM*	14%	-7%	24%	70%
8) O=C(O)CCCC(=O)NCCc1cccc(Cl)c1
 : 5%	0%	-2%	-4%	-3%	8	5%	-3%	-3%	-2%	-15%
9) COc1ccc([N+](=O)[O-])cc1N1C(=O)c2cccnc2C1=O
 : -11%	-1%	1%	·	-31%	-8	6%	1%	20%	-3%	33%
10) COCC(=O)Nc1nnc(-c2ccc(C(C)(C)C)cc2)s1
 : ?	3.7µM*	-16%	6%	?	?	1.9µM*	1.1µM*	1%	0.56µM*	?
11) Cn1nc(CC(=O)NCc2ccc(C(F)(F)F)cc2)c2ccccc2c1=O
 : ?	-10%	-11%	-10%	19%	3	-2%[2.3 µM]	-6%	27%	-8%	-72%
12) Cc1ccccc1NC(=O)COc1ccc2oc(=O)cc(C)c2c1
 : 2%	0%	-3%	-2%	-6%	2	0%	0%	-10%	-2%	-10%
13) O=C(/C=C/c1ccccc1)Nc1nnc(SCC(=O)c2ccc3ccccc3c2)s1
 : -12%	-1%	-27%	13%	-1%	-11	-11%	0%	·	3%	15%
14) CCC(=O)N(C(=O)CC)N1CCN(c2ccncc2S(=O)(=O)N2CCCCC2)CC1
 : -4%	-7%	-9%	11%	2%	-16	2%	-3%	·	-1%	-25%
15) CC(C)(C)C1CCC(C(=O)OCC(=O)Nc2ccc3[nH]c(=O)[nH]c3c2)CC1 (configuration not stated)
 : -4%	-6%	1%	30%	2%	7	1%	-2%	?	-3%	-3%
16) COc1ccccc1NC(=O)Nc1ccc(Cl)c(S(=O)(=O)Nc2ccccc2OC)c1
 : -7%	-11%	-6%	1%	?	2	-2%	-1%	?	-1%	-18%
17) Cc1cccc2sc(N(CCCN3CCOCC3)C(=O)CS(=O)(=O)c3ccc(F)cc3)nc12
 : ·	-2%	·	9%	·	12	0%	-2%	·	9%	15%
18) COc1ccc(NC(=O)C(CC(C)C)NC(=O)C2CCCCC2)c(OC)c1 (configuration not stated)
 : -13%[10 µM]	5%	-4%	0%	-20%	-17	-4%&-1%	-1%	?	0%	5%
19) CCOC(=O)N1CCN(C(=O)C2CCCN(S(=O)(=O)c3ccc(C)cc3)C2)CC1 (configuration not stated)
 : -8%	-16%	3%	1%	-24%	-3	0%	-1%	-16%	-4%	-34%
20) COc1ccc(S(=O)(=O)N2CCN(C(=O)COc3ccc(C)c(C)c3)CC2)cc1OC
 : -3%	-7%	6%	2%	15%	0	3%	0%	-10%	1%	-27%
21) O=C(NCCSc1ncc(-c2ccccc2)[nH]1)c1ccco1
 : ·	?	·	7%	·	-2	?	15%	·	5%	5%
22) CC1=NN(c2ccccc2)C(=O)C1(C)[N+](=O)[O-] (configuration not stated)
 : -3%	0%	-9%	-2%	-19%	2	4%	1%	1%	1%	-1%
23) O=C(O)COc1ccc(=O)n(-c2ccccc2)n1
 : 3%	2%	0%	1%	0%	-3	0%	-2%	9%	-2%	9%
24) CN(C)c1ccc(C=NCC2COc3ccccc3O2)cc1 (configuration not stated)
 : -9%	3%	3%	-1%	10%	32[activator]	12µM*	-5%	-1%	-4%	13%
25) COc1ccc(CNc2cccc3[nH]c(C(F)(F)F)nc23)cc1OC
 : -16%	-7%	·	-6%	4%	7	-5%	-2%	?	1%	-34%
26) O=S(=O)(c1ccc(Br)cc1)c1nc(-c2ccccc2)oc1N1CCOCC1
 : 8%	-6%	-3%	9%	19%	-25	2%	1%	·	-5%	-23%
27) NC(=O)c1cc([N+](=O)[O-])ccc1NCc1ccc(F)cc1
 : ·	15%	·	?	·	?	-8%	14%	·	-1%	19%
28) Cc1cccnc1NC(=O)c1ccc(Cl)c(S(=O)(=O)N2CCCCCC2)c1
 : ?	-9%	-1%	-2%	4µM*	6	-10%	-4%	-5%	-48%[inhibitor]	-47%
29) O=C(COc1nsnc1N1CCOCC1)Nc1ccccc1Cl
 : 2%	-1%	0%[0.46 µM]	4%	-12%	13	-3%	2%	1%	-1%	1%
30) CCC(C)Sc1ccc(-c2nc3cnccn3c2NC2CCCCC2)cc1 (configuration not stated)
 : ·	-4%	·	-24%	·	-8	?	-4%	·	-3%	-31%&-22%

# Full records as entered above. Order of values: VP16 counter	ELG1 genotox	PKM2 act	p53 reactivator	RORgamma inh	Giardia killer	FLuc counter	NPC1 promoter act	Menin-MLL TR inh	Rab9 prom act	BRCA1 expr act
# COc1ccc(S(=O)(=O)N2CCN(C(=O)COc3ccc(C)c(C)c3)CC2)cc1OC is listed as -3%	-7%	6%	2%	15%	0	3%	0%	-10%	1%	-27%
# O=C(C1=C[C@@H](c2ccc(Br)cc2)C[C@@H](OCCCCO)O1)N1CCN(Cc2ccc3c(c2)OCO3)CC1 is listed as ?	-12%	0%	-2%	?	-7	-2%	0%	?	1%	-6%
# Cn1nc(CC(=O)NCc2ccc(C(F)(F)F)cc2)c2ccccc2c1=O is listed as ?	-10%	-11%	-10%	19%	3	-2%[2.3 µM]	-6%	27%	-8%	-72%
# COc1ccccc1NC(=O)Nc1ccc(Cl)c(S(=O)(=O)Nc2ccccc2OC)c1 is listed as -7%	-11%	-6%	1%	?	2	-2%	-1%	?	-1%	-18%
# O=C(/C=C/c1ccccc1)Nc1nnc(SCC(=O)c2ccc3ccccc3c2)s1 is listed as -12%	-1%	-27%	13%	-1%	-11	-11%	0%	·	3%	15%

# Other structures.
# Every second line gives: VP16 counter	ELG1 genotox	PKM2 act	p53 reactivator	RORgamma inh	Giardia killer	FLuc counter	NPC1 promoter act	Menin-MLL TR inh	Rab9 prom act	BRCA1 expr act
31) CCOc1ccc(-n2nc3c(SCCN4CCCC4)nnc(C)c3c2C)cc1
 : -8%	4%	2%	-3%	39%	-6	-2%	-2%	?	-4%	-36%
32) CCC(C)c1ccc(NC(=O)c2cccnc2)cc1 (configuration not stated)
 : ?	?	-4%	-4%	33%	3	12µM*	2.8µM*	18%	2.5µM*	3.5µM*
33) O=C(COC(=O)CCc1ccc(S(=O)(=O)N2CCOCC2)cc1)Nc1ncc(C(F)(F)F)cc1Cl
 : -2%	0%	21%	-6%	14%	-15	8%	-1%	-15%	11%	10%
34) CC(C(=O)N1CCCc2c1c(=O)oc1ccc(O)cc21)N1CCc2ccccc2C1 (configuration not stated)
 : 0%	-2%	-2%	6%	-19%	8	-1%	-3%	-9%	12%	-48%
35) CSc1ncc(-c2ccccc2)cn1
 : -1%	4%	·	7%	33%	-12	?	2%	15%	22%	54%

# With a hit mark in Rab9 prom act (from the list above):
entry	canonical_smiles	PKM2 act	p53 reactivator	Menin-MLL TR inh	Rab9 prom act
3	Cc1ccoc1C(=O)Nc1ccc2ccccc2c1	-41%	?	?	0.45µM*
10	COCC(=O)Nc1nnc(-c2ccc(C(C)(C)C)cc2)s1	-16%	6%	1%	0.56µM*
32	CCC(C)c1ccc(NC(=O)c2cccnc2)cc1 (configuration not stated)	-4%	-4%	18%	2.5µM*
